# Bioassay records deposited in PubChem BioAssay by several laboratories.
# BoNT-F LC inh – inhibitors of Botulinum neurotoxin F light chain protease. 360,000 tested, 0.22% active. inhibition, % at 10 µM. Multiplex microsphere protease cleavage assay, flow cytometry; in the data active = inhibition above about 35%, passing the limit was not always enough; inconclusive = no clear call, values can overlap the other calls; also: plate controls were buffer without enzyme for full effect and enzyme alone for no effect
# VHR inh abs – blocks human VHR1 dual specificity phosphatase. recombinant VHR phosphatase, pNPP absorbance. P51452. 290,000 tested, 0.52% active. AID 1654. inhibition, % at 13.3 µM; in the data active = inhibition above about 50%; also: some compounds called inactive have numbers as strong as hits
# Target sequence (P51452 whole entry, looked up): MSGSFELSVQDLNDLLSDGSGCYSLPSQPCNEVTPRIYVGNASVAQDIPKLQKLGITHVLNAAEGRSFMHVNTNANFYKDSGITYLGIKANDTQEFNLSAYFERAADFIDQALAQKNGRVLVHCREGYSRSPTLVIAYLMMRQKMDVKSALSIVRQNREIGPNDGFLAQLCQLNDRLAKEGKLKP
# MazF activator – MazEF (E. coli) toxin RNase activation; 350,000 tested, 0.32% active; AID 504720; activation, % at 20 µM; FAM/BHQ RNA-DNA oligo cleavage fluorescence, 5 h; in the data active = activation above about 50%
# Target sequence (P0AE70 whole entry, looked up): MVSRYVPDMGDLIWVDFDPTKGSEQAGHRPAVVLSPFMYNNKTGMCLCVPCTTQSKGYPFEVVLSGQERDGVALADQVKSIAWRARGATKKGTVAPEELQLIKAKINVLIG
# Rv3671c protease – Rv3671c (M. tuberculosis) protease inhibition. P9WHR9. inhibition, % at 5.96 µM. 320,000 tested, 0.048% active. AID 2606; in the data active = inhibition above about 38%;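 also: extracellular domain of Rv3671c used as enzyme; 0% = enzyme with DMSO and 100% = no enzyme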
# Target sequence (P9WHR9 whole entry, looked up, the tested form may be a part): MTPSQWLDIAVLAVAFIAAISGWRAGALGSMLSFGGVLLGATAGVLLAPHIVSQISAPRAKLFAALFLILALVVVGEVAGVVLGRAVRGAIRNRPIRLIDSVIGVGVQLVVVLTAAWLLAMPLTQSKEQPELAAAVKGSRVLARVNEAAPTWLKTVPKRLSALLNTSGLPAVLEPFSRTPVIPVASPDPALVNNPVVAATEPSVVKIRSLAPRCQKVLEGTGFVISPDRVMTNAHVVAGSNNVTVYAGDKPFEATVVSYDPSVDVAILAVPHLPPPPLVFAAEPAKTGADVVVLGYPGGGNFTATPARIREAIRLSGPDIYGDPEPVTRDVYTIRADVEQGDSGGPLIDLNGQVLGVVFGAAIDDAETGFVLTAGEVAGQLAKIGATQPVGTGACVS
# SARS 3CLpro inh – SARS-CoV 3CLpro protease inhibition; 290,000 tested, 0.14% active; AID 1706; inhibition, % at 6 µM; P0C6X7; recombinant SARS-CoV 3CLpro, quenched FRET peptide cleavage; in the data active = inhibition above about 12%
# BoNT A protease – BoNT A light chain protease inhibition; inhibition, % at 10 µM; 360,000 tested, 0.17% active; multiplex microsphere protease substrate cleavage, flow cytometry; also: plate controls were buffer without enzyme for full effect and enzyme alone for no effect
# CCHFV vOTU inh – CCHFV vOTU protease inhibition; Pep-AMC fluorescence; inhibition, % at 11.5 µM; 370,000 tested, 0.55% active; in the data active = inhibition above about 30%; also: 0% = vehicle wells with enzyme and 100% = no enzyme wells
# Anthrax LF inh2 – anthrax lethal factor protease inhibition; P15917; multiplex microsphere protease cleavage assay, LF; inhibition, % at 10 µM; 360,000 tested, 0.12% active; AID 588501; also: plate controls were buffer without enzyme for full effect and enzyme alone for no effect
# SSB-PriA inh – blocks PriA binding to SSB C-terminal tail | AlphaScreen SSBct-PriA binding, biotinylated peptide | inhibition, % at 33 µM | 430,000 tested, 0.6% active; in the data active = inhibition mostly above about 37%, no sharp cut-off; inactive = mostly below about 20%;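 also: plate controls were negative control peptide for no effect and reference peptide for full effect; strong numbers were not always called active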
# PrPC surface inh – reduces human prion protein on the cell surface. inhibition, % at 13.8 µM. cell surface PrPC, TR-FRET read-out. P04156. 370,000 tested, 0.43% active; in the data active = inhibition above about 24%; also: 0% = median of the test wells and 100% = reference compound wells
# The depositor's hits bear a star; ? = inconclusive; / = not tested or not shown; & = joins results of further samples. Rule as the data show it, unless noted: active = inhibition above about 30%; inconclusive = no clear call, values can overlap the other calls; inactive = below that.
item	smiles	BoNT-F LC inh	VHR inh abs	MazF activator	Rv3671c protease	SARS 3CLpro inh	BoNT A protease	CCHFV vOTU inh	Anthrax LF inh2	SSB-PriA inh	PrPC surface inh
1	CCC(C(=O)c1ccc(O)cc1)c1ccccc1 (configuration not stated)	-8	10	-7	-8	-4	-0.7	10	-1	-19	1
2	Cc1cc(C)n(CCCNC(=O)C2CC(=O)N(Cc3ccccc3)C2)n1 (configuration not stated)	-5	/	0	4	/	-2.7	0	-5	-2	0
3	Cc1ccccc1NC(=O)c1cccc(NC(=O)CCC(=O)O)c1	3	8	8	5	0	0.3	-5	0	-20	4
4	CC(C)CNC(=O)C1(C)CCCN1C(=O)c1cncc(Br)c1 (configuration not stated)	0	/	/	/	/	0.3	-5	-7	/	6
5	O=C(c1cc2ccccc2[nH]1)N1CCOCC1	-5	-5	-1	-1	-1	-0.6	7	1	-28	5
6	CCOc1ccc(-c2nnc3ccc(SCC(=O)N4CCN(c5ccccc5)CC4)nn23)cc1	-6	/	5	/	/	-0.7	6	2	-1	1
7	O=C(CNC(=S)NC(=O)c1ccc(Br)o1)c1ccccc1	2	-10	5	-5	3	-0.3	-3	2	4	-4
8	COC(=O)c1ccc(NC(=O)CC2C(=O)N(c3ccc(C)cc3)C(=O)N2CC(C)C)cc1 (configuration not stated)	-12	31	1	3	0	-0.6	-5	-4	-14	3
9	O=C(CSc1ccc(F)cc1)N1CCC(c2nc3ccccc3s2)CC1	0	10	0	-8	0	0.4	3	0	-26	-3
10	CCOc1cc2[nH]c(=O)n(Cc3ccc(C(=O)NCCCN4CCC(C)CC4)cc3)c(=O)c2cc1OCC	-1	-11	12	1	2	-0.9	-11	-10	-4	-3
11	Cc1ccc(/C=C/C(=O)Nc2nc3ccccc3[nH]2)cc1	-10	7	-4	8	4	-1.7	8	-5	-4	2
12	CCc1nc(OCCN(C)C)c2oc3ccccc3c2n1	?	0	3	-8	-3	?	8	?	-7	6
13	COc1ccc(N2CCN(C(c3cccs3)c3nnnn3C3CCCC3)CC2)cc1 (configuration not stated)	-2	-4	-4	1	5	-0.1	-11	-2	48	-2
14	CCC(C)NC(=O)c1cn(CC)c2ccc(S(=O)(=O)N3CCCCC3)cc2c1=O (configuration not stated)	-4	25	3	-10	1	-0.7	22	2	-13	7
15	O=C(c1nc(-c2ccccc2)n(-c2ccccc2)n1)N1CCCCCC1	0	32	-4	-1	2	0.7	2	1	-11	2
16	COc1ccc(-c2noc(CCC(=O)N3CCN(c4cccc(Cl)c4)CC3)n2)cc1	5	/	7	/	/	0.1	-4	-2	-8	-3
17	Cc1ccc(C2(C)NC(=O)N(CC(=O)N3CCc4ccccc43)C2=O)cc1 (configuration not stated)	-4	/	6	2	/	-0.3	11	-2	1	7
18	CCNC(=S)N(C)CCc1cc2c(c(OC)c1C=C1C(=O)N(C)C(=O)N(C)C1=O)OCO2	?	19	1	-3	-1	-1.3	-12	-11	-7	-4
19	CCOc1ccc(S(=O)(=O)N2CCC(C(=O)N3CCN(C)CC3)CC2)cc1Cl	-5	14	-2	-1	-3	0.1	-4	4	-10	2
20	CC(C)C(=O)NC(=S)Nc1ccccc1N1CCN(C(=O)c2ccc(Cl)cc2)CC1	/	31	0	-1	1	/	21	/	4	-1
21	O=C(CCN1CCCCCC1)Nc1ccc(F)cc1	-8	6	-13	-11	2	1.4	-7	4	-5	-5
22	CCC(C)NC(=O)C1CCN(S(=O)(=O)c2cc([N+](=O)[O-])ccc2Cl)CC1 (configuration not stated)	5	13	12	8	-4	0.3	13	-4	-7	-19
23	O=C1COc2ccccc2N1Cc1c(F)cccc1Cl	-21	/	12	5	-3	-0.8	-7	14	-9	2
24	Cc1ccc(C(=O)NNC(=O)c2ccc(S(=O)(=O)N3CCCCC3)cc2)cc1	-10	/	-14	6	/	-0.2	13	-9	-3	10
25	N#CCCN1CCN(S(=O)(=O)c2ccc(C3CCCCC3)cc2)CC1	-3	/	3	-7	/	-0.1	13	-4	7	-2

# Random excerpt: 5 records from the list.
item	smiles	BoNT-F LC inh	VHR inh abs	MazF activator	Rv3671c protease	SARS 3CLpro inh	BoNT A protease	CCHFV vOTU inh	Anthrax LF inh2	SSB-PriA inh	PrPC surface inh
18	CCNC(=S)N(C)CCc1cc2c(c(OC)c1C=C1C(=O)N(C)C(=O)N(C)C1=O)OCO2	?	19	1	-3	-1	-1.3	-12	-11	-7	-4
25	N#CCCN1CCN(S(=O)(=O)c2ccc(C3CCCCC3)cc2)CC1	-3	/	3	-7	/	-0.1	13	-4	7	-2
22	CCC(C)NC(=O)C1CCN(S(=O)(=O)c2cc([N+](=O)[O-])ccc2Cl)CC1 (configuration not stated)	5	13	12	8	-4	0.3	13	-4	-7	-19
3	Cc1ccccc1NC(=O)c1cccc(NC(=O)CCC(=O)O)c1	3	8	8	5	0	0.3	-5	0	-20	4
5	O=C(c1cc2ccccc2[nH]1)N1CCOCC1	-5	-5	-1	-1	-1	-0.6	7	1	-28	5

# More entries:
item	smiles	BoNT-F LC inh	VHR inh abs	MazF activator	Rv3671c protease	SARS 3CLpro inh	BoNT A protease	CCHFV vOTU inh	Anthrax LF inh2	SSB-PriA inh	PrPC surface inh
26	O=S(=O)(NCC(c1ccco1)N1CCN(c2ccc(F)cc2)CC1)c1ccc(F)cc1 (configuration not stated)	-8	5	4	3	2	-2.0	-19	-4	1	4
27	CSc1cccc(NC(=O)c2cc(S(=O)(=O)N3CCc4ccccc43)cn2C)c1	2	-26	-5	-117	5	-0.1	5	-3	-7	-9
28	CC(C)Cc1nnc(NS(C)(=O)=O)s1	-3	38	7	7	2	0.4	-5	1	-15	4
29	COc1ccc(/C=C2/NC(=O)N(Cc3ccccc3F)C2=O)cc1OC	-2	30	2	-2	1	0.1	5	-6	5	1
30	O=[N+]([O-])c1ccc2nn(Cc3ccccc3)cc2c1	4	11	1	5	4	-3.7	-9	3	-1	-16
31	CCCCN(C(=O)C1CC(=O)N(c2ccc(CC)cc2)C1)c1c(N)n(CCC)c(=O)[nH]c1=O (configuration not stated)	0	/	-4	/	/	-1.6	-5	2	-19	5
32	Cc1ccc2c(CN3CCC(C)CC3)cc(=O)oc2c1	4	27	-2	-5	-7	-0.3	-9	-3	-3	-6
33	CC1CC(C)CN(CC(O)COCc2ccccc2F)C1 (configuration not stated)	-12	2	-6	2	-5	0.8	-6	-9	-7	4
34	O=C(Cc1ccccc1)N1CCN(Cc2ccc(F)cc2)CC1	?	16	8	-4	0	-3.1	-5	-3	-4	6
35	O=C(CSc1nnc(C2CC2)n1Cc1ccccc1)NCc1ccccc1	2	26	1	2	4	0.6	-6	-4	-17	8
36	Cn1c(SCC(=O)Nc2ccc3c(c2)OCCO3)nnc1C(F)(F)F	2	/	6	4	/	-0.1	7	-1	3	5
37	CCN1CCN(Cc2ccc(NC(=O)c3cc(NC(=O)c4cncc(-c5ccc(C#N)cc5)c4)cc(OC)c3)cc2C(F)(F)F)CC1	-50&-47	11	-58&-56	-76	/	-0.6&-0.7	4	-3&-2	4	-10
38	COc1ccc(-c2cc(=O)oc3cc(OC(C)C(=O)NC4CC4)ccc23)cc1 (configuration not stated)	-8	-15	10	0	3	-0.3	-6	-2	-8	-1
39	C[C@H](NC(=O)c1ccco1)C(=O)NNC(=O)c1ccc(F)cc1	5	/	-3	-1	/	-0.3	7	4	-1	-7
40	CCOC(=O)c1cc2sccc2n1CC(=O)N1CCN(C(=O)c2ccco2)CC1	6	4	-5	-12	1	0.4	-7	-1	-2	-4
41	CN(C)c1c([N+](=O)[O-])ncn1C	-4	39	-1	3	-1	-0.1	2	-1	-8	-6
42	Cc1ccc(NC(=O)CN2C(=O)S/C(=C/c3ccc(-c4cc(C(=O)O)ccc4C)o3)C2=O)cc1C	-1	29	75*	-13	8	-0.2	7	-4	-6	-1
43	COC(=O)CCC(=O)Nc1cc(OC)c(OC)cc1Cc1nccc2cc(OC)c(OC)cc12	-11	-5	0	-1	-1	-0.1	13	6	-4	-3
44	O=C(O)c1cccc(NC(=S)N/N=C/c2ccccc2OCc2ccc(Br)cc2)c1	-3	10	-6	-62	5	-0.7	30*	1	/	6
45	O=C(c1cc(-c2ccc(O)cc2)on1)N1CCOCC1	8	11	-1	-2	3	1.3	6	-3	33	-12
46	CSCCC(NC(N)=O)C(=O)Nc1ccc(C)cc1 (configuration not stated)	-10	38	6	7	-1	-0.2	-8	2	1	4
47	CC(C)c1ccc(C(=O)NC2=NCCS2)cc1	-9	-7	9	-1	-1	0.1	-1	0	-18	-5
48	CSc1sc(C(=O)O)c2c1C(=O)CCC2	-14	-6	-4	-4	1	-1.0	0	-2	-12	8
49	CCOc1cc(N2CCOCC2)c(OCC)cc1NC(=O)c1ccc(NC(C)=O)cc1	-7	30	7	6	0	0.1	0	-4	-1	-2
50	COC(=O)C(NNc1ccc(F)cc1)(NC(=O)c1ccccc1)C(F)(F)F (configuration not stated)	-10	-10	4	-4	-2	-1.4	4	-2	-2	4

# 2 entries from above, with one line to a screen.
46) CSCCC(NC(N)=O)C(=O)Nc1ccc(C)cc1 (configuration not stated)
47) CC(C)c1ccc(C(=O)NC2=NCCS2)cc1
Compound,46,47
BoNT-F LC inh,-10,-9
VHR inh abs,38,-7
MazF activator,6,9
Rv3671c protease,7,-1
SARS 3CLpro inh,-1,-1
BoNT A protease,-0.2,0.1
CCHFV vOTU inh,-8,-1
Anthrax LF inh2,2,0
SSB-PriA inh,1,-18
PrPC surface inh,4,-5

# (list continues)
item	smiles	BoNT-F LC inh	VHR inh abs	MazF activator	Rv3671c protease	SARS 3CLpro inh	BoNT A protease	CCHFV vOTU inh	Anthrax LF inh2	SSB-PriA inh	PrPC surface inh
51	COc1ccc2c(C)cc(SCC(=O)N(C)C3CCS(=O)(=O)C3)nc2c1 (configuration not stated)	0	-4	-24	1	-2	0.5	-6	2	1	1
52	CC[N+](C)(CC)CC(O)COCC1COc2ccccc2O1 (configuration not stated)	0	5	-13	0	-3	-0.2	-18	0	-6	-2
53	COc1ccc(Br)c(C(=O)OCC(=O)N2CCc3ccccc32)c1	-12	/	-3	1	/	-1.2	3	-10	-11	-3
54	O=C(NCc1nnc2c(C(F)(F)F)cc(Cl)cn12)C1CCCC1	13	-12	1	2	2	8.7	17	7	-14	-2
55	Cc1ccc2nc(N=C(N)N)nc(C)c2c1	-7	14	3	-15	2	-0.6	1	-2	-6	0
56	O=C(O)C1CC(=O)N(CCc2c[nH]c3ccccc23)C1 (configuration not stated)	-5	10	2	6	-2	-1.4	1	-4	-2	3
57	Cc1ccc(-c2cc(Cc3ccc(N(C)C)cc3)c(=O)[nH]n2)cc1	-9	25	-5	6	-1	-0.6	3	-4	-6	4
58	COc1ccc(S(=O)(=O)N2CCC(NC(=O)c3cccc(F)c3)CC2)cc1	-3	0	1	7	-4	1.3	-14	8	-6	2
59	COc1ccccc1NC(=O)C(C)OC(=O)Cc1ccsc1 (configuration not stated)	/	/	4	/	/	/	4	/	-7	8
60	COc1ccc(OCC(=O)NCCc2ccc(S(N)(=O)=O)cc2)cc1	3	-8	4	-2	-2	1.3	-4	-1	-10	1
61	CCOC(=O)c1ccc(N2N=C(C)/C(=C/C=C/c3ccco3)C2=O)cc1	-6	4	0	2	3	?	-8	-5	-17	2

# Not all compounds are listed; the hit share may differ from the screen's.
